D2 agonist: agonists of human D2 dopamine receptor. P14416. HEK293 T-REx D2 cells, calcium flux agonist mode. activation, % at 2 µM. 340,000 tested, 0.53% active;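 active = activation over 3 SD above normal in the single-dose calcium agonist read, cut at about 30% in these data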; note: 0% is about no effect
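Agonism scored from kinetic calcium signal (1 read/sec, 180 s) following compound pin transfer, after a 10 s baseline. Cells: HEK293 Trex line expressing inducible D2 receptor coupled to calcium, dye-loaded after overnight culture at 30 C.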
D1 ag: agonists of human D1 dopamine receptor; HEK293 T-REx D1 cells, calcium flux, agonist mode; activation, % at 2 µM; 360,000 tested, 1% active; in the data active = activation above about 30%; note: 0% is about no effect
Target sequence (P21728 whole entry, looked up): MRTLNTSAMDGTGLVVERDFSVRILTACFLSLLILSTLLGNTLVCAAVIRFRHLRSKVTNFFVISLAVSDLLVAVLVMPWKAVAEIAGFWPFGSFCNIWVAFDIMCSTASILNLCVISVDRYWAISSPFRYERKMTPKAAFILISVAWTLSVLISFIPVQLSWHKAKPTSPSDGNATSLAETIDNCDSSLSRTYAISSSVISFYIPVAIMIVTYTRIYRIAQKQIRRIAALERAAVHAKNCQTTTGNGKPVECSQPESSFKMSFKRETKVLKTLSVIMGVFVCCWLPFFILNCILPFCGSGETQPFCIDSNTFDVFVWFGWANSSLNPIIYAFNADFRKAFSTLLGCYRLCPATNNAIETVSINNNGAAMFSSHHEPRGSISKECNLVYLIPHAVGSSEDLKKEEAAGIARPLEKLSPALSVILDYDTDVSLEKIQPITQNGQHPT
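Tetracycline-induced HEK293 TREx D1 cells, force-coupled to calcium signalling, were dye-loaded with a no-wash calcium kit. Compound was pin-added after a 10 s baseline. Fluorescence was read kinetically at 1 cycle/s for 180 s, with calcium rises flagged as agonism.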
D2 PAM: D2 dopamine receptor (human) potentiation; P14416; HEK293 T-REx D2, calcium flux, EC20 dopamine potentiation; potentiation, % at 10 µM; 340,000 tested, 0.34% active;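 active = potentiation over 3 SD above the plate norm, cut at about 30% in these data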; note: 0% is about no effect
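Calcium flux readout, no-wash dye, 1 read/s. Inducible HEK293 Trex D2 line, overnight 30 C. Compound alone 180 s (agonist flags), then EC20 dopamine, another 180 s to score potentiation.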
D1 potentiator: human D1 dopamine receptor positive modulation | 360,000 tested, 0.036% active | potentiation, % at 10 µM | P21728 | HEK293 TREx D1 cells, calcium flux, dopamine EC20 potentiation; in the data active = potentiation above about 30%; note: 0% is about no effect
TRHR PAM: TRH receptor (human) allosteric enhancement; P34981; TRHR cells, fluo-8 calcium fluorescence, EC20 TRH enhancement; enhancement, % at 2 µM; 360,000 tested, 0.66% active; in the data active = enhancement above about 30%; note: 0% is about no effect
Target sequence (P34981 whole entry, looked up): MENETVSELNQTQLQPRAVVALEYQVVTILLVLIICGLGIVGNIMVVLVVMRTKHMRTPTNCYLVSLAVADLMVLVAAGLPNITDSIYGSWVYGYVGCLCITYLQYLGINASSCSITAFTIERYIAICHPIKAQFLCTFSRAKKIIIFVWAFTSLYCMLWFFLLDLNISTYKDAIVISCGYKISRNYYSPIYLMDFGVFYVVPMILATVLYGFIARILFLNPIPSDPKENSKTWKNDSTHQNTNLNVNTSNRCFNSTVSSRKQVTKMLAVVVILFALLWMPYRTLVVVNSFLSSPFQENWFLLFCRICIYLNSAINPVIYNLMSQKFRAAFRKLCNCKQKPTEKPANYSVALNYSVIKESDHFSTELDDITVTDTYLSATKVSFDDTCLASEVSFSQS
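Enhancer read-out: after compound pinning and an initial kinetic agonist-mode read, an EC20 of TRH (10 nM final) was injected and fluo-8 calcium signal (Ex 480/Em 530) followed at 1 s/cycle for 100 cycles in TRHR-expressing cells.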
D2 antagonist: D2 dopamine receptor (human) antagonism | P14416 | HEK293 TREx D2 cells, calcium flux, dopamine EC80 | inhibition, % at 10 µM | 340,000 tested, 2% active | AID 485344; in the data active = inhibition above about 30%; note: 0% is about no effect
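Dopamine at EC80 is the agonist stimulus; test compounds precede it by 180 s. Calcium flux read kinetically in a force-coupled, inducible HEK293 T-REx D2 cell line.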
RXFP1 antag: blocks the human relaxin receptor RXFP1. Q9HBX9. HEK293-RXFP1, relaxin-stimulated cAMP HTRF, 30 min; hits give low values. activity change, negative = inhibition, % at 57.5 µM. 350,000 tested, 0.59% active;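 active = activity change of -60% or lower, but not beyond a set lower limit; inconclusive = change between -60% and -40%, or beyond the set limit; inactive = change above -40%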; note: % is set by controls: 0 for no effect and ±100 for the full control effect
RXFP1 agonist: activates the human relaxin receptor RXFP1 | Q9HBX9 | HEK293T-RXFP1 cAMP TR-FRET, 30 min; response scale: percent of porcine relaxin response, buffer zero | Potency, µM (top dose mostly 57.5 µM), without a hit: top-dose activation, hits mostly activators | 370,000 tested, 0.3% active | AID 2676; active = well fitted activation curve with a large enough effect; inconclusive = small, poorly fitted or top-dose-only effect; note: potency is the fitted concentration of half-maximal effect; % is set by controls: 0 for no effect and ±100 for the full control effect; nearly all actives have a fitted effect of over 60% in size; many of its hits are not listed in these tables
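Agonist response is measured as cAMP accumulation in an RXFP1-transfected HEK293T line under PDE4 inhibition. Values are scaled between buffer-only and 29 nM porcine relaxin, and EC50s come from standard Hill equation fits.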
D1 antag: antagonists of human D1 dopamine receptor; HEK293 TREx D1 cells, calcium flux, dopamine EC80; hits give low values; activity change, negative = inhibition, % at 10 µM; 360,000 tested, 3.2% active; AID 504652; in the data active = activity change below about -30%; note: % is set by controls: 0 for no effect and ±100 for the full control effect
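Tetracycline-induced HEK293 Trex D1 cells, force-coupled to calcium, dye-loaded; compounds added and read 180 s, then EC80 dopamine added and calcium flux tracked kinetically another 180 s.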
Starred values were filed as active, the others as inactive; ? = inconclusive; / = not tested or not shown. Some of the compounds tested; rates above refer to the full screens.

[1] CSc1nn2c(C(F)(F)F)cc(C(F)(F)F)nc2c1C(=O)O
[2] COC(=O)c1ccc(CN2CCN(CCC(C)C)C(CCO)C2)cc1 (stereo not drawn)
[3] CCOC(=O)CCCNC(=O)CN1CCC(c2nc3ccccc3s2)CC1
[4] Cc1cc(C)cc(NC(=O)N2CCC(C(=O)c3ccc(F)cc3)CC2)c1
[5] CC(=O)Nc1sc(C)c(C)c1C(=O)OCC(=O)N(C)C1CCS(=O)(=O)C1 (stereo not drawn)
Screen / compound no.	1	2	3	4	5
D2 agonist	-0.5	-0.1	0.3	-0.2	/
D1 ag	-1	3	0	3	4
D2 PAM	5	-14	12	0	/
D1 potentiator	6	-2	3	7	-6
TRHR PAM	7	-3	-2	-1	21
D2 antagonist	-6	5	-13	-1	/
RXFP1 antag	-7	1	4	-6	-10
RXFP1 agonist	-1.2%	0.8%	1.9%	-2.4%	2.5%
D1 antag	0	9	0	-3	0

[6] COCCNC(=O)C12CC3CC(C1)CC(c1ccccc1)(C3)C2
[7] O=C(C1CCN(CCCc2ccccc2)CC1)N1CCCCC1
[8] COc1ccccc1OCC(=O)N(Cc1nc(-c2ccc(Cl)cc2)no1)C(C)C
[9] O=C1CCC(C(=O)N2CCC(O)(c3ccccc3)CC2)CN1CCc1ccccc1 (stereo not drawn)
[10] Cc1ccc(NC(=O)c2ccc(-n3cncn3)c([N+](=O)[O-])c2)cc1F
Screen / compound no.	6	7	8	9	10
D2 agonist	-0.1	0.6	-1.0	-0.7	-0.6
D1 ag	1	2	1	3	3
D2 PAM	-8	1	-24	2	7
D1 potentiator	-5	-2	-5	4	-5
TRHR PAM	-2	5	0	-6	-3
D2 antagonist	10	1	7	6	-8
RXFP1 antag	-8	6	/	-8	-15
RXFP1 agonist	-1.2%	-1.0%	0.6%	1.5%	-0.1%
D1 antag	0	0	-35*	-11	-25

[11] CNC(=O)C1CCN(S(=O)(=O)c2c(C)noc2/C=C/c2ccc(C)cc2)CC1
[12] O=C(c1ccco1)N1CCN(C(c2ccccn2)c2nnnn2C2CCCC2)CC1 (stereo not drawn)
[13] CC1CCCCC12NC(=O)N(CC(=O)N1CCN(C(=O)c3ccco3)CC1)C2=O (stereo not drawn)
[14] CN(C(=O)c1ccc(-c2nn(C)c(=O)c3ccccc23)cc1)c1ccccc1
[15] Cc1ncc(CO)c2c1Oc1nc(-c3ccccc3)nc(SCC(=O)N(C)c3ccccc3)c1C2
Screen / compound no.	11	12	13	14	15
D2 agonist	0.3	0.0	1.4	-1.7	-0.6
D1 ag	3	-4	5	3	4
D2 PAM	4	35*	5	-2	8
D1 potentiator	-1	10	-3	9	-3
TRHR PAM	3	2	-2	-3	6
D2 antagonist	8	-13	2	7	-9
RXFP1 antag	-2	0	-2	-10	/
RXFP1 agonist	3.4%	-0.9%	1.6%	-0.2%	0.0%
D1 antag	-11	5	4	-11	-4

[16] COC(=O)c1ccccc1SC(CC(=O)c1ccccc1)c1ccc(F)cc1 (stereo not drawn)
[17] Cc1cccc(C)c1NC(=O)Cn1c(SCC(=O)NCc2ccccc2)nc2ccccc21
[18] Cc1cc(C)cc(N(CCC#N)C(=O)CSc2n[nH]c(N)n2)c1
[19] O=C(CN1CCN(Cc2ccc(F)cc2Cl)C1=O)NCCCN1CCOCC1
[20] CN(CC(=O)Nc1ccccc1C(=O)N1CCCC1)S(=O)(=O)c1ccc(Br)cc1
Screen / compound no.	16	17	18	19	20
D2 agonist	1.8	0.2	0.1	0.3	-0.5
D1 ag	20	0	1	0	3
D2 PAM	-2	-2	-1	-7	10
D1 potentiator	-2	1	0	-1	1
TRHR PAM	-2	-2	-4	5	-4
D2 antagonist	-3	/	/	16	-5
RXFP1 antag	-10	/	9	/	-5
RXFP1 agonist	-0.8%	-0.8%	0.1%	-0.2%	-0.9%
D1 antag	13	-4	-7	9	4

[21] COc1cccc(-n2nnnc2SCC(=O)Nc2ccccc2OC)c1
[22] COc1ccc(/C=C/C(=O)Nc2cccc(S(=O)(=O)N3CCOCC3)c2)cc1OC
[23] Cc1ccc2c(c1)N(CCC(=O)NCCCN1CCCC1)C(=O)C(C)O2 (stereo not drawn)
[24] COc1ccc(-c2onc3ccc(C(=O)/C=C/N(C)C)cc23)cc1
[25] COc1ccc(/C=N/NC(=O)CN2CCSCC2)c(OC)c1
Screen / compound no.	21	22	23	24	25
D2 agonist	-0.7	/	-2.4	1.1	0.2
D1 ag	6	3	0	9	2
D2 PAM	13	/	2	-2	-2
D1 potentiator	-5	-2	-1	-8	-3
TRHR PAM	11	-1	7	5	8
D2 antagonist	-1	/	-1	-1	9
RXFP1 antag	2	-12	19	-28	-15
RXFP1 agonist	-0.2%	0.8%	-1.6%	2.4%	-2.3%
D1 antag	-29	-13	10	-12	5

[26] COc1ccc(CCN(C(=S)Nc2ccccc2)C2CC(=O)N(c3ccccc3)C2=O)cc1 (stereo not drawn)
[27] CCCCc1nccn1CCn1ccnc1CCCC
[28] Cc1ccc(C(CC(=O)O)NC(=O)CN2C(=O)c3ccccc3C2=O)cc1 (stereo not drawn)
[29] O=C(O)CCCC(=O)N1CCN(C(c2ccccc2)c2ccccc2)CC1
[30] CC(=O)Nc1ccc(S(=O)(=O)N2CCN(Cc3ccccn3)CC2)cc1
Screen / compound no.	26	27	28	29	30
D2 agonist	0.0	-0.2	1.5	-0.2	4.3
D1 ag	3	4	6	0	1
D2 PAM	-12	0	0	10	1
D1 potentiator	2	-2	/	-6	-7
TRHR PAM	-13	4	-5	-6	1
D2 antagonist	-2	-4	43*	-19	23
RXFP1 antag	-13	5	9	-10	1
RXFP1 agonist	0.9%	0.3%	-2.8%	-0.8%	0.3%
D1 antag	15	-5	-5	-1	-11

[31] CNC(=O)CSc1nnnn1CCCOC
[32] N#Cc1c(NC(=O)CCC(=O)O)sc2c1CCCC2
[33] Cc1cc(C)cc(OCC(=O)Nc2ccc(F)cc2)c1
[34] O=C(CNS(=O)(=O)c1ccc(Br)cc1Cl)OCC(=O)N1CCCC1=O
[35] CCCCOc1ccc(C(=O)OCC(=O)N2CCOCC2)cc1
Screen / compound no.	31	32	33	34	35
D2 agonist	1.1	-1.4	-1.8	-2.6	1.1
D1 ag	2	1	10	4	2
D2 PAM	-10	-4	13	4	9
D1 potentiator	9	5	1	-5	3
TRHR PAM	-2	7	7	-15	-2
D2 antagonist	-2	-1	-7	15	10
RXFP1 antag	10	-9	12	-13	-7
RXFP1 agonist	0.1%	-1.1%	-1.1%	-3.0%	0.5%
D1 antag	5	-1	-6	-24	5

[36] COC(=O)c1ccc(NC(=O)C2CCCN2S(=O)(=O)c2ccc(F)cc2)cc1 (stereo not drawn)
[37] O=C(CN1C(=O)C2CCCCC2C1=O)Nc1cc(C(F)(F)F)ccc1N1CCCC1 (stereo not drawn)
[38] CCCN(CC1CC1)c1nc(N)c(C#N)c(CC#N)c1C#N
[39] CC1=C(C(=O)OC2CCCC2)C(c2coc3ccccc3c2=O)C2=C(CC(C)(C)CC2=O)N1 (stereo not drawn)
[40] O=C(CNC(=O)C12CC3CC(CC(C3)C1)C2)N1CCN(S(=O)(=O)c2cccs2)CC1
Screen / compound no.	36	37	38	39	40
D2 agonist	0.5	-0.2	0.8	1.3	-0.6
D1 ag	0	3	2	2	0
D2 PAM	-19	18	3	9	3
D1 potentiator	-4	5	-1	12	3
TRHR PAM	-2	-9	3	-11	-1
D2 antagonist	-5	11	-13	22	-4
RXFP1 antag	3	-7	6	-24	16
RXFP1 agonist	0.5%	-0.9%	-0.3%	7.3%	0.3%
D1 antag	5	22	10	-7	1

[41] CCOC(=O)N1CCC(NC(=O)C(NC(=O)C2CCCCC2)C(C)C)CC1 (stereo not drawn)
[42] CCC1CCCCN1CCCNC(=O)c1cc2c(=O)oc3ccc(C)cc3c2s1 (stereo not drawn)
[43] Cc1oncc1C(=O)N1CCCC(CO)(Cc2ccc(F)cc2F)C1 (stereo not drawn)
[44] CC(C)CCOc1ccc(Cn2c(=O)sc3ccccc32)cc1
[45] CC(C)(C)[C@H]1C=C(C(=O)NCc2ccccc2)O[C@@H](OCc2ccc(CO)cc2)C1
[46] COc1ccccc1CNc1nc2c(S(=O)(=O)c3ccc(C)c(C)c3)nnn2c2ccc(Cl)cc12
[47] CC(C)CN1CCN=C1N(C)C
Screen / compound no.	41	42	43	44	45	46	47
D2 agonist	-1.2	0.8	0.2	0.3	/	/	1.2
D1 ag	2	9	0	18	-3	1	2
D2 PAM	0	-2	10	15	/	2	12
D1 potentiator	-4	1	2	-3	-2	-5	-1
TRHR PAM	3	1	9	-1	0	-5	-2
D2 antagonist	-6	36*	-2	/	/	/	-1
RXFP1 antag	/	-9	-4	-24	/	-10	/
RXFP1 agonist	3.0%	0.0%	-3.1%	0.4%	0.3%	?	1.7%
D1 antag	5	-1	3	-3	-30	14	7

Gathered by group: the compounds so far with an aryl methoxy group (seven)
[8] COc1ccccc1OCC(=O)N(Cc1nc(-c2ccc(Cl)cc2)no1)C(C)C
[21] COc1cccc(-n2nnnc2SCC(=O)Nc2ccccc2OC)c1
[22] COc1ccc(/C=C/C(=O)Nc2cccc(S(=O)(=O)N3CCOCC3)c2)cc1OC
[24] COc1ccc(-c2onc3ccc(C(=O)/C=C/N(C)C)cc23)cc1
[25] COc1ccc(/C=N/NC(=O)CN2CCSCC2)c(OC)c1
[26] COc1ccc(CCN(C(=S)Nc2ccccc2)C2CC(=O)N(c3ccccc3)C2=O)cc1 (stereo not drawn)
[46] COc1ccccc1CNc1nc2c(S(=O)(=O)c3ccc(C)c(C)c3)nnn2c2ccc(Cl)cc12
Screen / compound no.	8	21	22	24	25	26	46
D2 agonist	-1.0	-0.7	/	1.1	0.2	0.0	/
D1 ag	1	6	3	9	2	3	1
D2 PAM	-24	13	/	-2	-2	-12	2
D1 potentiator	-5	-5	-2	-8	-3	2	-5
TRHR PAM	0	11	-1	5	8	-13	-5
D2 antagonist	7	-1	/	-1	9	-2	/
RXFP1 antag	/	2	-12	-28	-15	-13	-10
RXFP1 agonist	0.6%	-0.2%	0.8%	2.4%	-2.3%	0.9%	?
D1 antag	-35*	-29	-13	-12	5	15	14

High-throughput results (PubChem)
